Screening results deposited in PubChem by several laboratories.
S1P2 blocker: blocks the human S1P2 receptor | O95136 | cell-based S1P2 antagonist assay, inhibition at 5 uM | inhibition, % at 5 µM | hit rate 0.21% among 97,000; in the data active = inhibition above about 45%;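 also: CRE beta-lactamase reporter cells expressing human S1P2 stimulated with S1P; 0% = agonist at EC80 alone and 100% = agonist plus reference antagonist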
Target sequence (O95136 whole entry, looked up): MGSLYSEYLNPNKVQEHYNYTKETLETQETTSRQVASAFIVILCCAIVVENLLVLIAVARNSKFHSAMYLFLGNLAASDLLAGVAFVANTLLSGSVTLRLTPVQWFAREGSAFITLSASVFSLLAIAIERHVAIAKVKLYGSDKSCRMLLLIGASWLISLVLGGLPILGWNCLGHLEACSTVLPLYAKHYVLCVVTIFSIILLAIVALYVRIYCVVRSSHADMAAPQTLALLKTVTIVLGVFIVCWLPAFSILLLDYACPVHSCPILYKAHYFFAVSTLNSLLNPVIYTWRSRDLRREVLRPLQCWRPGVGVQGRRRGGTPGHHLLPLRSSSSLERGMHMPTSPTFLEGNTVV
CD11b adhes inh: inhibitors of human CD11b/CD18 binding to fibrinogen | hit rate 0.54% among 93,000 | inhibition, % at 10 µM | AID 1497 | K562 CD11b/CD18 adhesion to fibrinogen, ATPlite luminescence; Mn2+ added to activate the integrin | P05107+P11215;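 active = primary inhibition of 50% or more at 10 µM, then 40% or more on retest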; also: some results filed as inactive read as strong as hits
Target sequence (P05107 whole entry, looked up, other chains not shown): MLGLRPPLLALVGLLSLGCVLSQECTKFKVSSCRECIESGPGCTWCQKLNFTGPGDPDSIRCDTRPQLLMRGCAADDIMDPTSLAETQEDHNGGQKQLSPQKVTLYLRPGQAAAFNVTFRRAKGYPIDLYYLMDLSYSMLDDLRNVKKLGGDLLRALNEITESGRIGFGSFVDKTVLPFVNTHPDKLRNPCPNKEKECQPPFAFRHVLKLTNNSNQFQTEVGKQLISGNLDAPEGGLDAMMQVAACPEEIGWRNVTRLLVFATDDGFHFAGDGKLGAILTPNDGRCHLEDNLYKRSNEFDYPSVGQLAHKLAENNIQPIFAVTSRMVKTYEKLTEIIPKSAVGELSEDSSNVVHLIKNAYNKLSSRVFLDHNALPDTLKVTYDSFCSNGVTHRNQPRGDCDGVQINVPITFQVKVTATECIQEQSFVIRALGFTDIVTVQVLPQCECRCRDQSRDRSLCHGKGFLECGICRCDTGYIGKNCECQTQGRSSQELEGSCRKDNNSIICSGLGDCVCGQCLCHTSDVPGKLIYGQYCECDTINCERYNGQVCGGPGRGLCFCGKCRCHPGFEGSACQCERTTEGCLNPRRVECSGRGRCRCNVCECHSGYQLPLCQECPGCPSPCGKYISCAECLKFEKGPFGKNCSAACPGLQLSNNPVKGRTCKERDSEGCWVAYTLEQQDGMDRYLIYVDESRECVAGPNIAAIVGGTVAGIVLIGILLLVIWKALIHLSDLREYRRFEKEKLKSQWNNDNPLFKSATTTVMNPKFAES
PostGolgi ctrl: yeast control strain growth, post-Golgi counter-screen | AID 738 | efflux-deficient yeast background strain, growth absorbance A615, 16 h | inhibition, % at 10 µM | hit rate 5% among 98,000
PLAP act: activators of human placental alkaline phosphatase | P05187 | purified PLAP enzyme, luminescent substrate read-out; active compounds read high | activation fold at 20 µM | hit rate 1.2% among 96,000; in the data active = activation fold above about 2
sEH inhibitor: inhibitors of human soluble epoxide hydrolase; inhibition, % at 2 µM; P34913; recombinant human sEH enzymatic activity assay; hit rate 0.34% among 91,000; in the data active = inhibition above about 80%; also: values of inactives mirror those of a sister screen read the other way; many of its hits are not listed in these tables
PostGolgi yeast: growth inhibition of a yeast mutant, post-Golgi transport screen | post-Golgi transport phenotypic cell assay | inhibition, % at 10 µM | hit rate 0.9% among 98,000 | AID 739;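 also: yeast cells grown in 1536-well plates; yeast grown about 18 h at 30C before absorbance read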
sEH act: activators of human soluble epoxide hydrolase; purified human sEH enzymatic activity, activator screen; hit rate 0.04% among 91,000; P34913; AID 717; activation, % at 2 µM; in the data active = activation above about 37%; also: values of inactives mirror those of a sister screen read the other way
E coli WT exp: E. coli BW25113 growth inhibition, expanded screen; OD600 absorbance; growth inhibition, % at 100 µM; hit rate 0.15% among 98,000; AID 710;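 active = growth inhibition above about 50% at one test dose, limit read from the data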;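 also: growth measured after 20 h incubation at 37 °C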
S1P2 agonist: activates the human S1P2 receptor | O95136 | S1P2-expressing cell line, agonist reporter read-out | activation, % at 4.5 µM | hit rate 0.46% among 97,000 | AID 729; in the data active = activation above about 16%;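 also: 0% = vehicle low control and 100% = maximal reference agonist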
The depositor's hits bear a star. Rule as the data show it, unless noted: active = inhibition above about 30%; inactive = the rest. Compounds as they come (roughly 7.1% active in at least one column).

How did ONC(=Nc1ccc(Cl)cc1)c1ccc(Cl)cc1 do in these assays?
S1P2 blocker: 14; CD11b adhes inh: -13; PostGolgi ctrl: 18; PLAP act: 0.8; PostGolgi yeast: 9; E coli WT exp: 13; S1P2 agonist: -3

What do the screens show for `COc1ccc(S(=O)(=O)N(Cc2cccs2)C2CCCC2)cc1`?
S1P2 blocker: -17; PostGolgi ctrl: 31*; PLAP act: 0.9; sEH inhibitor: 7; PostGolgi yeast: -11; sEH act: -9; E coli WT exp: -2; S1P2 agonist: -2

How did Cc1ccc(C)c(N(C)C(=O)c2coc(=O)c3ccccc23)c1 do in these assays?
S1P2 blocker: 5; PostGolgi ctrl: -1; PLAP act: 0.8; sEH inhibitor: -14; PostGolgi yeast: -4; sEH act: 13; E coli WT exp: 5; S1P2 agonist: 10

How did Cc1cc(C)n(CC(O)Cn2c3ccccc3c3ccccc32)n1 (stereo not drawn) do in these assays?
S1P2 blocker: -11; CD11b adhes inh: 12; PostGolgi ctrl: 19; PLAP act: 1.1; sEH inhibitor: 1; PostGolgi yeast: -2; sEH act: -3; E coli WT exp: 4; S1P2 agonist: -4

How did CC1Cc2ccccc2N1C(=O)CCS(=O)(=O)c1cccs1 (stereo not drawn) do in these assays?
CD11b adhes inh: -4; PostGolgi ctrl: -9; PLAP act: 1.1; PostGolgi yeast: 13; E coli WT exp: 7

Results for CC(C)c1ccc(-c2nc(N3CCCCCC3)nc3n[nH]c(N)c23)cc1 ?
S1P2 blocker: 5; CD11b adhes inh: 19; PostGolgi ctrl: 8; PLAP act: 1; sEH inhibitor: 40; PostGolgi yeast: 1; sEH act: -41; E coli WT exp: -1; S1P2 agonist: -5

What do the screens show for `CCOc1cc(C)ccc1OCc1nnc(SCC(=O)c2cccc([N+](=O)[O-])c2)n1CC`?
S1P2 blocker: 3; CD11b adhes inh: 0; PostGolgi ctrl: 3; PLAP act: 0.9; sEH inhibitor: 4; PostGolgi yeast: -2; sEH act: -2; E coli WT exp: -16; S1P2 agonist: -5

What do the screens show for `CCCCOC(=O)n1c(=S)oc2cc(Cl)ccc21`?
S1P2 blocker: 4; PostGolgi ctrl: 3; PLAP act: 0.9; sEH inhibitor: 11; PostGolgi yeast: -10; sEH act: -8; E coli WT exp: 18; S1P2 agonist: -1

Results for COc1ccc(N2C(=O)C3C4C=CC(C4)C3C2=O)nn1 (stereo not drawn) ?
S1P2 blocker: -3; PostGolgi ctrl: 16; PLAP act: 0.9; sEH inhibitor: -1; PostGolgi yeast: -4; sEH act: 0; E coli WT exp: 3; S1P2 agonist: -5

How did COc1ccc(Cc2noc(COc3ccc(Cl)cc3)n2)cc1 do in these assays?
S1P2 blocker: -18; CD11b adhes inh: -10; PostGolgi ctrl: 27; PLAP act: 0.7; sEH inhibitor: 8; PostGolgi yeast: -5; sEH act: -5; E coli WT exp: 4; S1P2 agonist: -2

What do the screens show for `Cn1cc(C(=O)c2ccccc2)cc1-c1nc2ccccc2n1C`?
S1P2 blocker: -14; CD11b adhes inh: -10; PostGolgi ctrl: 15; PLAP act: 1.5; sEH inhibitor: 7; PostGolgi yeast: -4; sEH act: -7; E coli WT exp: 8; S1P2 agonist: -3

What do the screens show for `COC(=O)c1ccccc1NC(=S)NC(=O)c1ccccc1`?
S1P2 blocker: 19; PostGolgi ctrl: 3; PLAP act: 0.8; sEH inhibitor: 2; PostGolgi yeast: 0; sEH act: 1; E coli WT exp: 4; S1P2 agonist: -3

How did CC(C)(C)c1ccc(OCc2ccc(C(=O)N/N=C/c3ccc([N+](=O)[O-])cc3)o2)cc1 do in these assays?
S1P2 blocker: 6; CD11b adhes inh: -1; PostGolgi ctrl: 5; PLAP act: 0.9; sEH inhibitor: 34; PostGolgi yeast: 3; sEH act: -33; E coli WT exp: -6; S1P2 agonist: -6

What do the screens show for `CCCCn1c(=N)n(CC(=O)c2ccco2)c2ccccc21`?
S1P2 blocker: 10; PostGolgi ctrl: 11; PLAP act: 0.9; PostGolgi yeast: 9; E coli WT exp: 8; S1P2 agonist: -8

Results for Cc1ccc(-c2nc(=S)c3c(n2Cc2ccco2)CCCC3)cc1 ?
PostGolgi ctrl: 8; PLAP act: 1.1; PostGolgi yeast: -2; E coli WT exp: -3

What do the screens show for `CCOC(=O)C1CCCN(C(=O)CCCn2nc(C)n3c(cc4sccc43)c2=O)C1` (stereo not drawn)?
S1P2 blocker: -10; CD11b adhes inh: -4; PostGolgi ctrl: 23; PLAP act: 1.5; sEH inhibitor: -8; PostGolgi yeast: -3; sEH act: 8; E coli WT exp: -7; S1P2 agonist: -7

Results for O=C1CC(c2ccc(S(=O)(=O)Nc3cc(C(F)(F)F)cc(C(F)(F)F)c3)cc2)CN1 (stereo not drawn) ?
S1P2 blocker: -12; CD11b adhes inh: 1; PostGolgi ctrl: 9; PLAP act: 1.2; sEH inhibitor: -10; PostGolgi yeast: -4; sEH act: 7; E coli WT exp: 9; S1P2 agonist: -3

What do the screens show for `NS(=O)(=O)c1ccc(CNC(=O)c2ccc(Br)o2)cc1`?
S1P2 blocker: -5; CD11b adhes inh: -21; PostGolgi ctrl: 21; PLAP act: 1; sEH inhibitor: -12; PostGolgi yeast: -4; sEH act: 10; E coli WT exp: -1; S1P2 agonist: -3

What do the screens show for `Cc1ccc(/C=N\Nc2cn[nH]c(=O)c2Cl)cc1`?
S1P2 blocker: 15; CD11b adhes inh: 2; PostGolgi ctrl: -1; PLAP act: 0.9; sEH inhibitor: -2; PostGolgi yeast: -3; sEH act: 2; E coli WT exp: -2; S1P2 agonist: -4

Results for O=C(NCC1CCCO1)C1c2ccccc2C(=O)N1C1CCCCCC1 (stereo not drawn) ?
S1P2 blocker: 2; CD11b adhes inh: -2; PostGolgi ctrl: 9; PLAP act: 0.8; sEH inhibitor: -5; PostGolgi yeast: 3; sEH act: 2; E coli WT exp: 10; S1P2 agonist: -6

How did CCCCOC(=O)C1[C@H]2C(=O)N(c3ccccc3CC)C[C@]23C=C[C@H]1O3 (stereo partly drawn) do in these assays?
S1P2 blocker: -18; CD11b adhes inh: 4; PostGolgi ctrl: 6; PLAP act: 1.3; sEH inhibitor: 0; PostGolgi yeast: -3; sEH act: 1; E coli WT exp: 9; S1P2 agonist: -6

Results for N#Cc1nc(Cc2ccccc2)oc1NCc1ccccc1 ?
S1P2 blocker: 14; sEH inhibitor: -9; sEH act: 9; S1P2 agonist: -1

How did CN1C(=O)C2(Nc3ccccc3-c3nc4ccccc4n32)c2ccccc21 (stereo not drawn) do in these assays?
S1P2 blocker: 5; CD11b adhes inh: -12; PostGolgi ctrl: 7; PLAP act: 1.3; sEH inhibitor: 0; PostGolgi yeast: 2; sEH act: 1; E coli WT exp: -2; S1P2 agonist: -1

Results for CCOC(=O)c1cccc(NC(=O)c2cccnc2)c1 ?
CD11b adhes inh: 0; PostGolgi ctrl: 12; PLAP act: 0.9; PostGolgi yeast: -8; E coli WT exp: 0

Results for COc1ccc(C(C(=O)NC2CCCC2)N(Cc2ccc(F)cc2)C(=O)c2ccn[nH]2)cc1OC (stereo not drawn) ?
S1P2 blocker: 5; PostGolgi ctrl: 3; sEH inhibitor: 9; PostGolgi yeast: -7; sEH act: -6; E coli WT exp: -1; S1P2 agonist: -2

Results for Cc1ccc2c(c1)C1(SCCS1)C(=O)N2 ?
S1P2 blocker: -9; CD11b adhes inh: -11; PostGolgi ctrl: -2; PLAP act: 1; sEH inhibitor: -3; PostGolgi yeast: -1; sEH act: 2; E coli WT exp: 8; S1P2 agonist: -7

Results for CC(=O)c1cc2c(cc1NC(=O)c1cnc(C)cn1)OCO2 ?
S1P2 blocker: 11; CD11b adhes inh: -16; PostGolgi ctrl: 6; PLAP act: 0.8; sEH inhibitor: -12; PostGolgi yeast: -4; sEH act: 12; E coli WT exp: 0; S1P2 agonist: -8

Results for Cc1c(NC(=O)CN2C(=O)c3ccccc3S2(=O)=O)c(=O)n(-c2ccccc2)n1C ?
S1P2 blocker: -6; sEH inhibitor: 13; sEH act: -10; S1P2 agonist: 0

How did COc1ccccc1NC(=S)NNC(=O)c1c(Cl)c(C)nn1C do in these assays?
S1P2 blocker: -4; PostGolgi ctrl: -3; PLAP act: 1.7; sEH inhibitor: 6; PostGolgi yeast: 17; sEH act: -5; E coli WT exp: 4; S1P2 agonist: -6

How did COCCCNC(=O)c1ccc2c(=O)n(CC3CCCO3)c(=S)[nH]c2c1 (stereo not drawn) do in these assays?
S1P2 blocker: 7; PostGolgi ctrl: 16; PLAP act: 0.9; sEH inhibitor: 0; PostGolgi yeast: 9; sEH act: 0; E coli WT exp: -4; S1P2 agonist: -3

Results for CN1CC(c2ccccc2Cl)C2(COc3ccccc3C2=O)C12C(=O)Nc1ccccc12 (stereo not drawn) ?
S1P2 blocker: -10; PostGolgi ctrl: 46*; PLAP act: 1.3; sEH inhibitor: -2; PostGolgi yeast: 2; sEH act: 3; E coli WT exp: -8; S1P2 agonist: -5

Results for COC(=O)c1c(C(=O)OC)c(-c2cccc(C)c2)n2c1CS(=O)(=O)C2 ?
S1P2 blocker: -4; CD11b adhes inh: -16; PostGolgi ctrl: -7; PLAP act: 0.9; sEH inhibitor: 5; PostGolgi yeast: 1; sEH act: -6; E coli WT exp: 5; S1P2 agonist: -5

How did Cc1c(/C=C2\SC(=O)N(CC(=O)Nc3ccc4c(c3)OCO4)C2=O)c2ccccc2n1C do in these assays?
S1P2 blocker: 2; PostGolgi ctrl: 12; PLAP act: 0.8; sEH inhibitor: -2; PostGolgi yeast: 10; sEH act: 2; E coli WT exp: -7; S1P2 agonist: -4

Results for Cc1ccccc1OCc1nnc(SCC(=O)Nc2ccc3nc(SCC(=O)NC(C)(C)C)sc3c2)n1C ?
S1P2 blocker: 9; CD11b adhes inh: 48; PostGolgi ctrl: -1; PLAP act: 1; sEH inhibitor: 24; PostGolgi yeast: -5; sEH act: -22; E coli WT exp: -10; S1P2 agonist: -5

How did O=C(Cn1nnc(-c2ccccc2NC(=O)c2cccs2)n1)Nc1ccccc1 do in these assays?
S1P2 blocker: -7; CD11b adhes inh: -3; PostGolgi ctrl: 7; PLAP act: 1.2; sEH inhibitor: -14; PostGolgi yeast: 2; sEH act: 11; E coli WT exp: -7; S1P2 agonist: -2

What do the screens show for `O=C(Nc1ccc(Cc2ccncc2)cc1)C1CC1`?
S1P2 blocker: 16; CD11b adhes inh: -24; PostGolgi ctrl: 2; PLAP act: 0.9; sEH inhibitor: 10; PostGolgi yeast: 3; sEH act: -12; E coli WT exp: 3; S1P2 agonist: -6

An excerpt from above in order of SMILES length, low to high.
Results for COC(=O)c1c(C(=O)OC)c(-c2cccc(C)c2)n2c1CS(=O)(=O)C2 ?
S1P2 blocker: -4; CD11b adhes inh: -16; PostGolgi ctrl: -7; PLAP act: 0.9; sEH inhibitor: 5; PostGolgi yeast: 1; sEH act: -6; E coli WT exp: 5; S1P2 agonist: -5

Results for O=C1CC(c2ccc(S(=O)(=O)Nc3cc(C(F)(F)F)cc(C(F)(F)F)c3)cc2)CN1 (stereo not drawn) ?
S1P2 blocker: -12; CD11b adhes inh: 1; PostGolgi ctrl: 9; PLAP act: 1.2; sEH inhibitor: -10; PostGolgi yeast: -4; sEH act: 7; E coli WT exp: 9; S1P2 agonist: -3

Results for COc1ccc(C(C(=O)NC2CCCC2)N(Cc2ccc(F)cc2)C(=O)c2ccn[nH]2)cc1OC (stereo not drawn) ?
S1P2 blocker: 5; PostGolgi ctrl: 3; sEH inhibitor: 9; PostGolgi yeast: -7; sEH act: -6; E coli WT exp: -1; S1P2 agonist: -2

(listing goes on)
What do the screens show for `COc1cccc(N2CCN(C(=O)Nc3ccc4c(c3)NC(=O)CO4)CC2)c1`?
S1P2 blocker: 3; PostGolgi ctrl: 5; PLAP act: 0.9; sEH inhibitor: 18; PostGolgi yeast: 17; sEH act: -16; E coli WT exp: 3; S1P2 agonist: -3

Results for Cc1ccc(S(=O)(=O)N2CCN(C(=O)CN3CCN(C)CC3)C2)cc1 ?
S1P2 blocker: 12; CD11b adhes inh: 19; PostGolgi ctrl: 22; PLAP act: 1.1; sEH inhibitor: -4; PostGolgi yeast: 2; sEH act: 4; E coli WT exp: 0; S1P2 agonist: -7

How did Cc1cccc(NC(=S)NC(=O)C(c2ccccc2)c2ccccc2)n1 do in these assays?
S1P2 blocker: 18; sEH inhibitor: -2; sEH act: 3; S1P2 agonist: 1

Results for Cn1cccc1C(=O)NC(=O)COC(=O)c1ccccc1O ?
S1P2 blocker: 12; CD11b adhes inh: 2; PostGolgi ctrl: 13; PLAP act: 1.3; sEH inhibitor: 34; PostGolgi yeast: 1; sEH act: -36; E coli WT exp: -4; S1P2 agonist: -2
